Screening results (PubChem BioAssay)
Arr AP2 block = blocks beta-arrestin peptide binding to AP2 adaptin | FITC-arrestin peptide / GST-AP2 beads, flow cytometry; AP2 beta2 appendage carries R879A mutation | inhibition, % at 10 µM | 340,000 compounds, 0.31% hits;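 active means inhibition above a set limit, near 3 SD of compounds lacking own fluorescence, cut at about 54% in these data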;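 further: plate controls were DMSO wells for no effect and 5 µM unlabelled arrestin peptide for full effect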
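System: GST-AP2 R879A bound to glutathione beads, E. coli-expressed. Also added: 50 nM FITC-arrestin peptide. Schedule: compound with beads 12 min RT, then probe 1 h RT. Signal: bead flow cytometry, FITC channel. Read-out basis: percent response.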
phage Ecoli inh = E. coli growth loss with phage present. growth absorbance. inhibition, % at 11.9 µM. 360,000 compounds, 0.26% hits. AID 651602; in the data active means inhibition above about 11%
OPRM1-OPRD1 inv = inverse agonists of human mu-delta opioid receptor heterodimerization | P35372+P41143 | cell-based MOR-DOR heterodimer luminescence, inverse agonism | inhibition, % at 9.3 µM | 340,000 compounds, 0.21% hits; in the data active means inhibition above about 22%, passing the limit was not always enough;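 further: 0% = cells with DMSO and 100% = wells without cells with DMSO; values of inactives mirror those of a sister screen read the other way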
Target sequence (P35372 whole entry, looked up): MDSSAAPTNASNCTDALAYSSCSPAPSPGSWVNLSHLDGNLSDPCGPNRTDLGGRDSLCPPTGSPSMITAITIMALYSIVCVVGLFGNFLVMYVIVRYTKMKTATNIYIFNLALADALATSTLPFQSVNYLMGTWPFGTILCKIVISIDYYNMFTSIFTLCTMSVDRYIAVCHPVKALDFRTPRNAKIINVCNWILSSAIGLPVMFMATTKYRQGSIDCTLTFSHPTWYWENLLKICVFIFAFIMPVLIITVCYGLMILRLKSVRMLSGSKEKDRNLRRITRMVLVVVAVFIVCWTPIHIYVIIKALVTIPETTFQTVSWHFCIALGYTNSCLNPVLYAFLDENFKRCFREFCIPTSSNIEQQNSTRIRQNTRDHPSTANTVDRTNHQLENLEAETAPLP
Target sequence (P41143 whole entry, looked up): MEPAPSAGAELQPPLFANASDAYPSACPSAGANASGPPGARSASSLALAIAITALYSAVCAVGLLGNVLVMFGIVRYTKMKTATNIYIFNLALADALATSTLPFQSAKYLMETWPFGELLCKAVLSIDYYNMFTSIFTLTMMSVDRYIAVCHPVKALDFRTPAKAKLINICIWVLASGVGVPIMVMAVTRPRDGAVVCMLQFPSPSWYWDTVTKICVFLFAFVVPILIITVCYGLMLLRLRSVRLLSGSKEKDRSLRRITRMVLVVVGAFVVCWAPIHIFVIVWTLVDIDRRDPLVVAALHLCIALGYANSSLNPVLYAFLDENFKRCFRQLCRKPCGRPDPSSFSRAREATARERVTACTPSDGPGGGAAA
AddAB inh = less growth of phage-infected E. coli with AddAB; E. coli expressing H. pylori AddAB, absorbance growth; inhibition, % at 11.9 µM; 330,000 compounds, 0.29% hits; in the data active means inhibition above about 12%;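 further: 0% = vehicle wells of infected cells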
SUMO Mot1 rescue = inhibitors of SUMOylation pathway: yeast Mot1-301 growth rescue; S. cerevisiae Mot1-301 growth rescue, ATP luminescence, 38.5C; percent above DMSO median, 100 means doubled; growth rescue, % at 18.8 µM; AID 2716; 320,000 compounds, 1% hits;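 active means every valid replicate shows activation above 250% relative to neutral control wells; inactive means the rest, any valid replicate at or below 250%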;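 further: OY570 slx delta 5 strain wells were the positive control but not used for scaling; some compounds called inactive have numbers as strong as hits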
PfHsp90 set2 = growth inhibition of yeast expressing Plasmodium Hsp90 | S. cerevisiae expressing PfHsp90, BacTiter-Glo ATP, 48 h; yeast lacking PDR1 and PDR3 efflux regulators | inhibition, % at 9.4 µM | 310,000 compounds, 0.32% hits | AID 504621;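 active means every replicate shows inhibition above about 80%, whatever the replicate mean, limit read from the data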;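 further: 0% = DMSO neutral controls and 100% = 20 µM radicicol positive controls; yeast relying on Plasmodium falciparum Hsp90 in place of its own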
Pemphigus Ab inh = human desmoglein-3 autoantibody binding inhibition. P32926. DSG3-coupled beads, scFv-anti-DSG3-GFP binding, flow cytometry; hits give low values. binding (percent of control), % at 10 µM. 310,000 compounds, 0.48% hits;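 active means binding more than 3 SD below its plate's average and above zero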;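 further: hits lower antibody fragment binding to DSG3; some compounds called inactive have numbers as strong as hits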
Tat transport = E. coli Tat transport inhibition; E. coli MC4100 TorA-mCherry Tat export, fluorescence; inhibition, % at 10 µM; 340,000 compounds, 0.036% hits;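 active means mean replicate inhibition at least 50% and at least half of replicates individually reaching 50%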;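 further: exported cargo escapes ClpAP degradation while cytoplasmic cargo is degraded and loses fluorescence; 0% = median of neutral control wells and 100% = median of NaSCN control wells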
E coli growth = counter-screen for AddAB inhibitors: E. coli growth inhibition. E. coli V3065 growth, OD600 absorbance, 18 h. 330,000 compounds, 0.27% hits. AID 449728. inhibition, % at 11.9 µM;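 active means inhibition above the campaign's mean inhibition across all tested compounds plus 3 SD, cut at about 9.9% in these data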;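 further: uninfected addAB+ strain grown without phage in ampicillin broth; 0% = DMSO wells and 100% = ciprofloxacin 0.95 µg/ml wells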
PKA-R1A act = activators of PKA-R1A complex; P00514+P68181; PKA-R1A dissociation, Cy5-IP20 fluorescence polarization; scaled: DMSO 0%, 113 µM cGMP 100%; activation, % at 11.4 µM; 340,000 compounds, 0.083% hits;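 active means percent activation above the mean of all tested compounds plus 3 SD, cut at about 19% in these data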;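 further: higher means more PKAc released from R1A so a rise in polarization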
OPRM1-OPRD1 ag = agonists of human mu-delta opioid receptor heterodimerization. cells, OPRM1-OPRD1 heterodimerization, luminescence. activation, % at 9.3 µM. 340,000 compounds, 0.3% hits; in the data active means activation above about 18%;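 further: 0% = vehicle-treated cells and 100% = reference agonist; values of inactives mirror those of a sister screen read the other way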
An asterisk follows results filed as active; i = inactive; . = not tested or not shown.

SMILES	Arr AP2 block	phage Ecoli inh	OPRM1-OPRD1 inv	AddAB inh	SUMO Mot1 rescue	PfHsp90 set2	Pemphigus Ab inh	Tat transport	E coli growth	PKA-R1A act	OPRM1-OPRD1 ag
CCOP(=O)(c1ccc(N(C)C)cc1)C(O)c1c(Cl)cccc1Cl (centres undefined)	3	2.6	5	-1.6	19	-18	.	-7	-2.8	2	-0.8
COc1cc(/C=N/NC(=O)c2cccc(N3CCCC3=O)c2)ccc1O	-3	2.4	6	2.0	-4	-3	104	31	0.8	9	-1.1
COc1cc(NC(=O)c2ccco2)c(OC)cc1NC(=O)c1cc(OC)c(OC)c(OC)c1	-2	3.4	17	1.1	38	.	.	0	-1.0	-1	-2.9
COc1ccccc1C(=O)COC(=O)Cc1n[nH]c(=O)c2ccccc12	-11	3.2	10	2.4	23	9	104	4	1.9	-8	-1.6
O=[N+]([O-])c1ccc2c(c1)C(O)n1nc(-c3ccccc3)nc1S2 (centres undefined)	2	-1.1	-5	-2.5	158	-18	95	1	-0.4	6	0.9
COc1ccc(N=C2C(=O)Nc3ccc(C)c(Br)c32)cc1	8	1.0	70*	-0.7	-6	16	110	-2	-2.7	3	-14
CCOc1ccc(OCC)c(S(=O)(=O)n2ccnc2C)c1	5	0.0	10	0.7	-9	0	106	-6	2.5	-13	-2.2
C=CCSc1nc2sc3c(c2c(=O)n1CC)CCC3	29	0.5	-27	0.9	4	-36	103	2	1.9	3	5.4
Cc1onc(-c2c(F)cccc2Cl)c1C(=O)OCc1nnc(-c2ccccc2)o1	-6	0.3	1	0.3	-23	-14	100	7	-2.1	0	-0.2
Cc1ccc(-n2nc3c(N4CCC(C(=O)NCCc5cccs5)CC4)nnc(C)c3c2C)cc1	-5	0.9	6	2.1	8	-12	98	0	-0.1	-12	-1.2
COC(=O)c1c(NC(=O)CSc2n[nH]c(N)n2)sc(C)c1C	28	2.8	8	3.6	0	-17	102	-7	-0.5	8	-1.2
Cc1ccc(CC2(O)CC(C)N(C)CC2C)c(C)c1 (centres undefined)	8	0.3	4	-0.2	252	-6	101	-7	-1.3	1	-0.7
O=c1c2ccccc2nnn1CSc1ccccc1F	-3	0.6	14	3.0	4	-5	126	4	0.3	2	-2.5
Nc1nccc(/C=C/c2c(Cl)cccc2Cl)n1	30	4.2	9	-1.3	3	-21	103	0	1.4	3	-1.7
CC(=O)Nc1ccc(C(=O)NCC(=O)OCc2c(F)cccc2Cl)cc1	12	5.5	11	4.8	-19	10	101	2	-2.6	-7	-1.9
O=C(/C(=C/O)N=Nc1ccccc1)c1cccs1	5	3.0	-10	3.9	118	-45	98	2	0.6	-4	1.8
Cc1cccc(-n2ncc3c(NCCCN4CCCC4=O)ncnc32)c1	0	0.1	9	0.8	5	6	.	2	-0.6	11	-1.4
Cc1nc([N+](=O)[O-])c(Br)n1Cc1ccc(Cl)c(Cl)c1	-6	-2.9	-6	.	.	-58	114	-1	.	-12	1.2
CCc1ccc2c(CN3CCC(C(=O)OC)CC3)cc(=O)oc2c1	0	-0.6	8	-2.2	-7	11	113	2	-1.4	-6	-1.8
CN1C(=O)/C(=C/c2ccco2)SC1=Nc1ccc(N2CCOCC2)cc1	4	3.9	9	3.0	9	-3	.	-9	1.0	5	-1.8
CC1CCCN(C(=O)CN2CCC(c3nc4ccc(Cl)cc4[nH]3)CC2)C1 (centres undefined)	-8	2.2	10	-0.5	285	-17	99	0	1.6	-13	-1.8
CCOc1ccc(NS(=O)(=O)c2ccc(C(=O)NCC(c3cccs3)N3CCOCC3)cc2)cc1 (centres undefined)	2	1.9	5	-0.9	-2	-1	100	0	-0.3	-5	-0.8
COc1cc(C(O)P(=O)(OC(C)C)c2ccc(N(C)C)cc2)cc(OC)c1OC (centres undefined)	-1	2.6	6	0.4	2	.	.	-3	0.9	-4	-1.0
CCN(CC)S(=O)(=O)c1ccc(C(=O)OCC(=O)NCc2ccco2)cc1	-7	3.1	7	-1.4	388	17	104	5	-2.0	-6	-1.6
Cc1ccccc1NC(=O)Cc1nc(COC(=O)C(C)C)cs1	1	2.4	12	-1.2	285	1	118	-6	-0.1	-3	-2.2

Further structures follow:
SMILES	Arr AP2 block	phage Ecoli inh	OPRM1-OPRD1 inv	AddAB inh	SUMO Mot1 rescue	PfHsp90 set2	Pemphigus Ab inh	Tat transport	E coli growth	PKA-R1A act	OPRM1-OPRD1 ag
CN(Cc1ccccc1)C(=O)c1ccc(NC(=O)C2CCCN(C(=O)OC(C)(C)C)C2)cc1 (centres undefined)	-4	3.2	-8	-2.7	22	-16	104	6	-1.9	-3	1.4
Cc1ccc(C)c(N=Cc2ccc(-c3ccc([N+](=O)[O-])cc3)o2)c1	9	4.1	5	3.4	7	-25	96	-8	0.7	-5	-1.0
COCCNS(=O)(=O)c1ccc(-c2ccc(Cl)cc2)cc1	-1	2.9	14	1.5	.	15	101	3	2.8	-4	-3.1
Cc1ccc(CN(C(=O)c2ccccc2C)C2CCS(=O)(=O)C2)o1 (centres undefined)	56*	-1.7	3	1.8	1	-19	.	-4	2.0	3	-0.6
CC(C)(C)c1ccc(S(=O)(=O)N2CCCC2C(=O)N2CCOCC2)cc1 (centres undefined)	-11	4.6	.	2.2	1	16	97	-7	0.6	.	.
CN(C)S(=O)(=O)c1ccc(NC(=O)Cn2c(-c3ccccc3)noc2=O)cc1	9	1.4	-9	-0.1	1	-20	103	0	-3.4	-2	1.6
Cc1onc(-c2c(F)cccc2Cl)c1C(=O)Nc1cccc2nsnc12	5	-0.3	-10	3.6	13	.	101	12	-0.8	7	2.2
Cc1ccccc1-c1nc(C#N)c(N2CCC(C)CC2)o1	5	-2.3	-5	-0.4	-9	4	92	3	-1.4	-9	0.8
c1csc(C2=NNC(=NC3CCCCC3)SC2)c1	-8	4.3	.	2.2	2	-30	.	-1	1.5	.	.
CC(=O)C(C)n1c(CN(C)Cc2ccccc2)nc2c1c(=O)n(C)c(=O)n2C (centres undefined)	4	1.3	12	3.7	-2	4	98	0	-0.2	2	-2.7
Cn1c(=O)c(C(=O)Nc2ccccn2)c(O)c2ccccc21	4	1.8	10	0.6	29	.	96	-4	-0.1	-5	-1.8
CCCCCCSc1cc(-c2nc3ccc(C)cn3c2NCCCC)ccc1OC	29	2.5	1	0.6	-22	-2	108	12	0.7	-11	-0.1
COC(=O)[C@]1(CC(C)C)N[C@H](c2ccc(-c3ccc(OC)cc3)cc2)[C@@H]2C(=O)N(C)C(=O)[C@@H]21	31	1.7	-4	1.8	-16	12	102	13	-1.2	-8	0.7
CCOCCCNC(=O)c1cc2c(=O)n3cccc(C)c3nc2s1	16	1.6	-4	-1.8	126	14	102	5	-1.7	-7	0.9
O=c1c2c([nH]n1-c1ccccc1)CCCC2	-4	2.9	7	4.0	18	-32	99	9	0.1	10	-1.4
O=C(NCc1nnc2c3ccccc3c(-c3ccccc3)nn12)c1ccc(Cl)cc1	10	1.5	8	0.4	1	0	87	7	-0.9	-7	-1.7
Cc1ccc(CSc2ccc(S(=O)(=O)N3CCOCC3)cn2)cc1	1	0.9	2	0.1	6	9	96	1	-1.2	7	-0.5
O=C(CSc1nc(-c2ccco2)cc(C(F)(F)F)n1)N1CCN(c2cccc(Cl)c2)CC1	2	-0.2	13	3.6	268	12	107	-5	0.8	-11	-2.3
CCOc1ccc(NC(=O)CN(C)C(=O)CCSc2ccc(F)cc2)cc1OCC	4	2.1	6	-0.8	6	-17	99	0	-2.8	13	-1.6
CCCCCCn1c(SCCC)nc2c1c(=O)[nH]c(=O)n2C	3	1.5	-9	1.9	66	-58	.	-6	1.4	3	2.1
CC1(C2CC2)NC(=O)N(CC(=O)Nc2ccc(F)cc2F)C1=O (centres undefined)	8	-1.1	3	0.4	18	-1	90	-5	-2.1	-5	-0.7
N=c1c(C(=O)NCC2CCCO2)cc2c(=O)n3ccccc3nc2n1Cc1cccnc1 (centres undefined)	8	2.2	8	4.5	-27	6	105	0	2.6	-3	-1.4
CCn1cc(CNCc2cn(-c3ccccc3C)nc2-c2ccc(OC)c(F)c2)cn1	-3	1.5	i	0.1	11	-12	105	-10	-4.1	6	243*
CCOc1ccc(C(=O)Nc2ccccc2N2CCOCC2)cc1	25	2.9	10	3.9	-1	-16	105	-3	-0.8	1	-1.7
CC(C)(C)NC(=O)CSc1nncn1NCc1c(Cl)cccc1Cl	2	1.6	10	-0.2	76	-10	99	0	0.2	-7	-1.9

Carrying on.
SMILES	Arr AP2 block	phage Ecoli inh	OPRM1-OPRD1 inv	AddAB inh	SUMO Mot1 rescue	PfHsp90 set2	Pemphigus Ab inh	Tat transport	E coli growth	PKA-R1A act	OPRM1-OPRD1 ag
C=CCOc1c(Cl)cc(C2NC(=O)NC(C)=C2C(=O)OC)cc1Cl (centres undefined)	7	-0.4	2	0.1	-1	-11	107	-10	-3.7	-2	-0.3
C[C@H]1CN=C(Nc2ccccc2)N1CCCC1CCCCC1	-1	3.8	20	3.7	8	9	100	-18	0.2	-6	-4.3
O=C(c1ccc(CS(=O)Cc2ccccc2Cl)o1)N1CCN(C2CCCCC2)CC1 (centres undefined)	5	2.8	-11	2.9	261	2	.	-5	-3.6	-1	2.1
O=C(NNc1cccc(Cl)n1)c1ccc(Cl)nc1	-14	6.1	8	2.2	.	-5	90	-3	-1.6	-3	-1.3
CCCCN(CCCC)/C(N)=N/c1nc(C)cc(C)n1	-4	2.5	10	2.2	3	18	111	1	0.5	-7	-1.9
COc1ccc(Oc2nnnn2-c2ccccc2)cc1	5	0.0	2	0.9	-16	.	93	2	-0.2	-1	-0.5
Nc1nc[nH]c(=O)c1N=Cc1ccccc1	4	2.0	8	0.3	17	3	83	-3	-1.5	4	-1.4
COc1cccc(NC(=O)c2ccccc2-c2nc(-c3ccccc3)no2)c1	1	3.1	9	0.0	-7	18	.	6	-0.8	-2	-2.0
Cc1nc(Nc2ccccc2Cl)sc1C(=O)Nc1ccccc1	8	0.8	-11	0.7	16	8	106	2	-1.1	-5	2.0
O=C(c1ccccc1NS(=O)(=O)c1ccc(Cl)cc1)N1CCc2ccccc21	-3	2.5	0	1.0	105	-47	78	5	0.2	-6	0.0
O=C(CS(=O)(=O)c1ccccc1)Nc1ccc(S(=O)(=O)Nc2ccccn2)cc1	12	3.7	9	1.8	-22	-20	99	-1	2.9	-8	-2.0
Cc1ccc(S(=O)(=O)N2CCSCCSCCSCCSCC2)cc1	-12	3.2	7	.	.	-16	.	-3	.	3	-1.4
